L3MBTL1 inh = qHTS Assay for the Inhibitors of L3MBTL1. AlphaScreen L3MBTL1–H3K9me1 peptide binding. Lethal(3)malignant brain tumor-like protein 1 (Homo sapiens), Q9Y468. 0.66% of 230,000 active. AID 485360, 2010. Potency, µM (highest dose often 57.1 µM), without a hit: top-dose activity, negative = inhibition, actives largely listed as inhibitors; active means well fitted inhibition curve with a large enough effect; further: nearly all actives have a fitted effect of over 60% in size
Target sequence (Q9Y468 whole entry, looked up): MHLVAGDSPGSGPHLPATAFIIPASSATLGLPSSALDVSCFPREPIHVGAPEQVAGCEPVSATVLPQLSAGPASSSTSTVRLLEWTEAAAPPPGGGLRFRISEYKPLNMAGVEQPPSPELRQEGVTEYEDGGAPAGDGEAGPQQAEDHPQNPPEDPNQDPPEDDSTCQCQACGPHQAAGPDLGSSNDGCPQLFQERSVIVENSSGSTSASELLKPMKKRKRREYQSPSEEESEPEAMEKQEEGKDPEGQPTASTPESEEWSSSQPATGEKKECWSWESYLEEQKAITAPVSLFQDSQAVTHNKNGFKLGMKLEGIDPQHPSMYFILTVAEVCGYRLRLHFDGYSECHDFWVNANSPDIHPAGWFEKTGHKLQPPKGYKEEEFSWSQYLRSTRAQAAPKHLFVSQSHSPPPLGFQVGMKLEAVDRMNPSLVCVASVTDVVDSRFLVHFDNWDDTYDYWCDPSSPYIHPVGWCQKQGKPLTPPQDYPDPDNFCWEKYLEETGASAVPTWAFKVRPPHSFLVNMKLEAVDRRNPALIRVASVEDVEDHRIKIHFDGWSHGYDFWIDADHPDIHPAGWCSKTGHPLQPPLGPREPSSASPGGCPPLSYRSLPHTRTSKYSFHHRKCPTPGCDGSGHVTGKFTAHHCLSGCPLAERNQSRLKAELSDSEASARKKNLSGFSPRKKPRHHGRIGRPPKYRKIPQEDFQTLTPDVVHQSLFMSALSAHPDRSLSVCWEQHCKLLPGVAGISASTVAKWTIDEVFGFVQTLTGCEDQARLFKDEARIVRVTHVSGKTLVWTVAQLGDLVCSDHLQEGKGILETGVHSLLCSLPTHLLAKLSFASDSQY
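First, the protein-peptide complex forms for 30 min at room temperature (L3MBTL1 50 nM, biotinylated H3K9me1 peptide 75 nM). Next, compounds are pin-transferred and incubated 30 min. Finally, AlphaScreen beads are added and read after 30 min.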
Numbers without * were called inactive; [ ] = remark or other dose. On the % scale 0 is the no-effect control and ±100 the full control effect; potency means the concentration at half of the fitted maximal effect. Some of the compounds tested, so the mix of outcomes need not match the whole.

nr	smiles	L3MBTL1 inh
1	CCOC(=O)C1=C(COC(=O)CCc2ccc(F)cc2)NC(=O)NC1C (configuration not stated)	4%
2	CN(C)Cc1c(C(C)(C)O)[nH]c2ccc(C(F)(F)F)cc12	-1%
3	CC[C@]12c3[nH]c4ccc(Cl)cc4c3CCN1C(=O)[C@@H](CC(=O)NCCCn1ccnc1)C[C@@H]2C(=O)N1CCN(C(=O)C2CC2)CC1	-7%
4	COc1ccc(CC2(CO)CCN(S(=O)(=O)c3cccc4cccnc34)CC2)cc1	5%
5	CC(C)n1nc(C(=O)NC2CCCCCC2)c2ccccc2c1=O	-3%
6	CCN(CC(=O)Nc1cc(Cl)ccc1C)C(=O)C1CC1	3%
7	Cc1ccc(S(=O)(=O)N(CC(=O)Nc2cccc([N+](=O)[O-])c2)C(=O)N2CCN(C)CC2)cc1	-2%
8	COc1cccc(C(=O)Cn2c(NCCCO)nc3ccccc32)c1	0%[2.29 µM]
9	CN(C)CCn1c2c(c(SCC(=O)NCc3ccccc3)nc1=O)CCC2	1%
10	CN(C)c1ccc(C(CNS(=O)(=O)c2ccc3ccccc3c2)N2CCOCC2)cc1 (configuration not stated)	-6%
11	O=C(COC(=O)c1ccc(S(=O)(=O)N2CCCCC2)cc1)NCc1ccc(F)cc1	3%
12	O=C(Nc1ccc2c(c1)C(=O)NC2=O)c1cccc(Cl)c1	4%
13	Cc1cc(C)c(OCCCCN(C)Cc2ccccc2)c(C)c1	2%
14	CCN1C(=O)[C@H]2[C@@H](c3ccc(-c4ccc5c(c4)OCO5)cc3)N[C@@](Cc3ccccc3)(C(=O)OC)[C@H]2C1=O	0%
15	COc1cc(NC(=O)C(c2ccccc2)c2ccccc2)c(C(=O)O)cc1OC	3%
16	Cc1cc2c(cc1S(=O)(=O)Nc1ccc(F)cc1)n(C)c(=O)c(=O)n2C	4%
17	O=C(NCC1CCCN1S(=O)(=O)c1ccccc1)c1cccc(Cl)c1 (configuration not stated)	-4%
18	COc1ccc(CCNS(=O)(=O)c2ccc(OC)c(OC)c2)cc1OC	1%
19	COC(=O)[C@]1(C)N[C@H](CN(C)S(=O)(=O)c2ccc(C(F)(F)F)cc2)[C@@H]2C(=O)N(C)C(=O)[C@@H]21	-3%
20	CCOC(=O)[C@H]1[C@H]2COc3ccc(OC)cc3[C@H]2N2C(=O)CNC(=O)[C@@]12C	4%
21	N#CCCN(C(=O)CSc1n[nH]c(=O)[nH]c1=O)c1ccccc1	1%
22	CCCn1c(N)c(C(=O)CSc2nc3ncc(Cl)cc3[nH]2)c(=O)[nH]c1=O	-4%
23	CCOC(=O)/C=C1\CN(Cc2ccc(OC)cc2)S(=O)(=O)c2ccccc21	11%
24	CC1(C)Cc2cccc(Oc3cc(NN4CCCCC4)c([N+](=O)[O-])cc3[N+](=O)[O-])c2O1	-5%
25	COc1ccc(F)cc1C1=CC(=O)C[C@H](c2ccc3c(c2)OCO3)C1	-6%
26	O=C(C[C@H]1C/C=C\C[C@H](Cc2ccc(F)cc2)C(=O)O[C@@H](c2ccccc2)CNC1=O)N[C@H](CO)Cc1ccccc1	0%
27	O=C(C[C@H]1C[C@H](C(=O)N2CCOCC2)[C@@]2(CCC3CCCC3)c3[nH]c4cc(-c5ccco5)ccc4c3CCN2C1=O)NCc1cccc(C(F)(F)F)c1	-9%
28	O=C(CSc1n[nH]c(-c2ccc(Br)cc2)n1)NC1CCCC1	-2%
29	CN(CC(=O)Nc1cccc(F)c1)C(=O)c1ccc(C2SCCS2)cc1	1%
30	[O-]/[N+](=C\c1ccccc1)c1ccc(Br)cc1	-15%

In the list so far, these contain bromine.
nr	smiles	L3MBTL1 inh
28	O=C(CSc1n[nH]c(-c2ccc(Br)cc2)n1)NC1CCCC1	-2%
30	[O-]/[N+](=C\c1ccccc1)c1ccc(Br)cc1	-15%

The results go on:
nr	smiles	L3MBTL1 inh
31	CSCCC(NC(=O)COc1ccccc1)C(=O)N(C)CC(=O)Nc1c(C)cccc1C (configuration not stated)	4%
32	O=C(COC(=O)COc1ccccc1)Nc1ncc(Cl)cc1Cl	3%
33	CCCCOC(=O)C1=C(C)NC(=O)NC1c1ccc(OC)cc1 (configuration not stated)	7%
34	CCCCc1nnc(NC(=O)CCc2ccccc2)s1	-5%
35	Cc1sc2ccccc2c1CNC[C@H]1O[C@@H](n2cnc3c(N)ncnc32)[C@H](O)[C@@H]1O	3%
36	CC(=O)c1ccc(Nc2nc(N3CCOCC3)nc(N3CCOCC3)n2)cc1	7%
37	O=C(Cn1c(NCCO)nc2ccccc21)c1ccc(F)cc1	-5%
38	O=C(COC(=O)c1ccccc1OC(F)F)Nc1ccc2[nH]c(=O)[nH]c2c1	13%
39	COC(=O)c1c(C)[nH]c(C(=O)OCc2csc(CC(=O)Nc3ccccc3C)n2)c1C	0%
40	CC(C)Cn1c(SCC(=O)NCCCN2CCCC2=O)nc2ccccc21	5%
41	CCOc1ccc(CN(C)C(=O)c2ccc3c(c2)NC(=O)C(C)S3)cc1OC (configuration not stated)	-5%
42	C=CCC[C@@H](Cc1ccc(F)cc1)C(=O)OC[C@@H](NC(=O)[C@@H](CC=C)CC(=O)N(CCO)Cc1ccccc1)c1ccccc1	-7%
43	C[C@H](CO)N1C[C@H](C)[C@@H](CN(C)S(=O)(=O)c2ccc(F)cc2)Oc2ccc(NC(=O)Nc3ccc4c(c3)OCO4)cc2C1=O	-15%
44	Cn1c2ccccc2c(=O)c2cc(C#Cc3ccsc3)ccc21	9%
45	C=CCNc1nc2c(c(=O)[nH]c(=O)n2C)n1CC(O)COc1ccc2ccccc2c1 (configuration not stated)	7%
46	Cc1noc(C)c1NC(=O)N(C)C[C@H]1Oc2c(NS(=O)(=O)c3cccs3)cccc2C(=O)N([C@H](C)CO)C[C@@H]1C	2%
47	O=C(CCNS(=O)(=O)c1ccccc1Cl)N1CCN(c2ccccn2)CC1	2%
48	COc1ccc2oc(C(=O)OCC(=O)N3CCCC(C)C3)c(C)c2c1 (configuration not stated)	-3%
49	O=C(COC(=O)C1CCN(c2ccc(C(F)(F)F)cn2)CC1)c1ccc(Cl)cc1	39%[activator]
50	CC(=O)Nc1ccc(S(=O)(=O)NCC(=O)OCC(=O)NNC(=O)c2ccccc2)cc1	5%
51	NS(=O)(=O)c1ccc(-c2ccc(/C=C3\C(=O)Nc4ccccc43)o2)cc1	3%
52	COc1ccc(C(=O)NCCS(=O)(=O)NCc2ccccc2)cc1	6%
53	CCN(CC)C(=O)CN1C(=O)C2(OCC(C)(C)CO2)c2ccccc21	-1%
54	COc1ccc(CNC(=O)Cn2cnc3c(NCc4ccccc4)ncnc32)cc1	3%
55	O=C(NCC(c1ccco1)N1CCCC1)c1ccc(S(=O)(=O)Nc2ccccc2Cl)cc1 (configuration not stated)	-5%
56	CC(=O)N/N=C/c1ccccc1OCCOc1cccc(C)c1	-8%
57	Cc1c(NC(=O)COC(=O)c2ccc(O)cc2)c(=O)n(-c2ccccc2)n1C	34%
58	C=CCN(c1ccccc1)S(=O)(=O)c1cccc(C(=O)Nc2cccc(C)n2)c1	2%
59	COc1cc(NC(=O)Cn2cnc3c(SC)nc(N)nc32)cc(OC)c1OC	-23%
60	CN(C)S(=O)(=O)c1ccc(C(=O)Nc2ccc3nc(N4CCOCC4)sc3c2)cc1	-3%

3 of the compounds above, as labelled records:
55) O=C(NCC(c1ccco1)N1CCCC1)c1ccc(S(=O)(=O)Nc2ccccc2Cl)cc1 (configuration not stated)
  L3MBTL1 inh = -5%
60) CN(C)S(=O)(=O)c1ccc(C(=O)Nc2ccc3nc(N4CCOCC4)sc3c2)cc1
  L3MBTL1 inh = -3%
42) C=CCC[C@@H](Cc1ccc(F)cc1)C(=O)OC[C@@H](NC(=O)[C@@H](CC=C)CC(=O)N(CCO)Cc1ccccc1)c1ccccc1
  L3MBTL1 inh = -7%

Screen by screen, as entered above:
L3MBTL1 inh, nos. 18 to 27, in order: 1%, -3%, 4%, 1%, -4%, 11%, -5%, -6%, 0%, -9%

Other records follow:
nr	smiles	L3MBTL1 inh
61	Cc1c(OC(C)C(=O)NCC2CCC(C(=O)O)CC2)ccc2c(-c3ccccc3)cc(=O)oc12 (configuration not stated)	-10%
62	Cc1ccc(CNC(=O)Cn2cnc3c(NCc4ccccc4)ncnc32)o1	-2%
63	Cc1ccsc1C(=O)NNC(=O)c1cccc(S(=O)(=O)N2CCCC2)c1	0%
64	O=C(O)C1CCCCN1C(=O)c1ccc(S(=O)(=O)N2CCCCCC2)cc1 (configuration not stated)	43%[activator]
65	Cc1cc(C)cc(C(=O)NC2CC(C)(C)NC(C)(C)C2)c1	-2%
66	Cc1cc(C)cc(OCC(O)CN2CC(C)OC(C)C2)c1 (configuration not stated)	-3%
67	O=C1c2cccc3cccc(c23)C(=O)N1c1ccccc1Cl	1%
68	CC(=O)Nc1ccc(NC(=O)COC(=O)c2ccccc2SCC(=O)N2CCCC2)cc1	-2%
69	O=C(Nc1ccccc1Cl)c1ccc2ccccc2c1	6%
70	CC(C)(C)c1ccc(C(=O)N2CCN(c3ccc(N4CCOCC4)nn3)CC2)cc1	8%
71	CC(C)c1ccc(C2/C(=C(/O)c3ccc(F)cc3)C(=O)C(=O)N2CCCN2CCOCC2)cc1 (configuration not stated)	-6%
72	COc1cccc(CC(=O)OC(C)C(=O)Nc2ncc(Cl)cc2Cl)c1 (configuration not stated)	11%
73	COc1ccccc1-c1nnc(SCC(=O)c2c(N)n(C3CC3)c(=O)[nH]c2=O)n1C	-3%
74	CCc1ccccc1Nc1nc(-c2cccnc2)cs1	-3%
75	O=C(NC1CC1)C1CCN(S(=O)(=O)c2ccc(Cl)c([N+](=O)[O-])c2)CC1	-6%
76	CSc1ccccc1NC(=O)CN(C)C(=O)/C=C/c1ccccc1	-1%
77	CC(=O)Nc1ccc(NC(=O)C2C3C=CC(C3)C2C(=O)O)cc1 (configuration not stated)	-6%
78	O=C(COC(=O)c1ccccc1O)Nc1cc(S(=O)(=O)N2CCCCCC2)ccc1Cl	-3%
79	C=CCn1c(SCC(=O)c2c(N)n(C3CC3)c(=O)[nH]c2=O)nnc1-c1ccccc1OC	2%
80	CC(C)(C)c1ccc(CSc2ccc(S(=O)(=O)N3CCOCC3)cn2)cc1	8%
81	COc1ccc(C)cc1S(=O)(=O)Nc1ccc2c(c1)N(C(C)=O)CCC2	-8%
82	O=C(c1ccc(S(=O)(=O)Nc2ccccc2F)cc1)N1CCCCCC1	6%
83	O=C(CSC(=O)c1ccccc1)Nc1ccccc1F	-7%
84	CN(C(=O)COC(=O)C1CSC2(C)CCC(=O)N12)c1ccccc1 (configuration not stated)	4%
85	COCC(C)n1c(COc2ccccc2F)nnc1SCC(=O)Nc1oc(C)c2c(C)n[nH]c(=O)c12 (configuration not stated)	7%
86	CC1CCCCC1NC(=O)c1ccc(-n2cncn2)c([N+](=O)[O-])c1 (configuration not stated)	33%[activator]
87	C=CCn1c(SCC(=O)Nc2cc(Cl)ccc2C(=O)O)nc2sc(C)c(C)c2c1=O	1%
88	COC(=O)Cn1c(N)[n+](Cc2ccccc2)c2ccccc21	4%
89	O=C(c1ccc2c(=O)n(-c3ccccc3)c(=S)[nH]c2c1)N1CCN(c2ccccc2)CC1	-11%
90	COc1ccc(S(=O)(=O)Nc2ccccc2OC)cc1N=Nc1c(O)[nH]c(=S)[nH]c1=O	-16%

The last 2 compounds of the part before lead into the next:
nr	smiles	L3MBTL1 inh
89	O=C(c1ccc2c(=O)n(-c3ccccc3)c(=S)[nH]c2c1)N1CCN(c2ccccc2)CC1	-11%
90	COc1ccc(S(=O)(=O)Nc2ccccc2OC)cc1N=Nc1c(O)[nH]c(=S)[nH]c1=O	-16%
91	COc1ccc(CNC(=O)CN2CCN(S(=O)(=O)c3c(C)c(C)cc(C)c3C)CC2)cc1OC	-5%
92	COc1ccc(C(=O)NCc2cccc(Cl)c2)cc1S(=O)(=O)N1CCOCC1	3%
93	Cc1ccc(S(=O)(=O)N2CCC(C(=O)Nc3ccc(S(=O)(=O)N4CCCC4)cc3)CC2)cc1	3%
94	CC[C@]12c3[nH]c4cc(-c5ccco5)ccc4c3CCN1C(=O)[C@@H](CC(=O)NCCCn1ccnc1)C[C@@H]2C(=O)N1CCN(C(=O)c2ccco2)CC1	-3%
95	CNc1nc(C)c([N+](=O)[O-])c(Nc2ccc(OC)cc2)n1	-3%
96	CC(=O)c1cccc(NC(=O)C(C)OC(=O)c2cccc(S(=O)(=O)N3CCN(C)CC3)c2)c1 (configuration not stated)	-2%
97	C=CCn1c(Oc2ccccc2F)nc2c1c(=O)n(C)c(=O)n2C	-7%
98	FC(F)(F)c1nc2ccccc2n1CCNc1nc(CN2CCCCC2)cs1	2%
99	CCOc1ccc(NC(=O)CSc2nc3[nH]ncc3c(=O)[nH]2)cc1	-1%
100	COc1cc(S(=O)(=O)N2CCN(Cc3cccs3)CC2)ccc1NC(C)=O	-3%
101	Cc1cc(OCC(=O)NC(Cc2c[nH]c3ccc(O)cc23)C(=O)O)c2c(C)c(C)c(=O)oc2c1 (configuration not stated)	-1%
102	COc1ccc(NC(=O)CN(C)C(=O)c2cccc(S(=O)(=O)N3CCCc4ccccc43)c2)cc1	-4%
103	COc1ccccc1NC(=O)C(C)Sc1nnc2ccccn12 (configuration not stated)	4%
104	O=C(Nc1ccccc1)c1ccccc1OS(=O)(=O)c1ccccc1	19%
105	CC(C)CN(C(=O)c1ccc2c(c1)OCCO2)c1c(N)n(Cc2ccccc2)c(=O)[nH]c1=O	-7%
106	COc1cccc([C@@H]2CC=C(C(=O)O)[C@H](c3ccc(Cl)cc3)N2S(=O)(=O)c2ccc(C)cc2)c1	2%

Source: PubChem (National Center for Advancing Translational Sciences (NCATS))
